From PubChem BioAssay
Epigenetic reg = Quantitative High-Throughput Screen for Regulators of Epigenetic Control; murine LDR cells, GFP reporter derepression, 30 h; Potency, µM (doses to about 53.9 µM), inactives show at the top dose GFP activation, usual class: activators; 280,000 compounds, 0.2% hits; AID 1865, 2009; also: potency is read from the fitted curve at half-maximal effect; % of control where 0% means no effect; nearly all actives have a fitted effect of over 60% in size
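In this reporter-derepression format, murine cells bearing a silenced integrated CMV-GFP locus incubate with test compound (30 h, 37 C), then are washed and imaged; fluorescent objects of 20–120 um count as induced cells.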
HttQ103 aggreg = qHTS Multiplex Assay to Identify Dual Action Probes in a Cell Model of Huntington: Aggregate Formation (GFP) | PC12 HttQ103-GFP aggregates, Acumen cytometry, 40 h | Potency, µM (titrated, usually from 46.1 µM), without a hit: at the highest dose activity change, negative = inhibition, actives largely listed as inhibitors | 220,000 compounds, 1.1% hits | AID 1688, 2009; also: potency is read from the fitted curve at half-maximal effect; % is scaled to controls: 0 for no effect and ±100 for the full control effect; nearly all actives have a fitted effect of over 60% in size
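Steps: seed 1500 PC12 HTTQ103-GFP cells/well; add tebufenozide, 100 nM final; add compound titration; add ATPLite reagent; quantify GFP aggregates by laser scanning cytometry.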
L3MBTL1 inh = qHTS Assay for the Inhibitors of L3MBTL1; Potency, µM (highest dose often 57.1 µM), inactives show at the highest dose activity, negative = inhibition, actives largely listed as inhibitors; AID 485360, 2010; AlphaScreen L3MBTL1–H3K9me1 peptide binding; 230,000 compounds, 0.66% hits; also: potency is read from the fitted curve at half-maximal effect; % is scaled to controls: 0 for no effect and ±100 for the full control effect; nearly all actives have a fitted effect of over 60% in size
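L3MBTL1 (50 nM) pre-complexed 30 min with biotinylated H3(1-15)K9me1 peptide (75 nM), then compounds added for 30 min at room temperature; AlphaScreen streptavidin donor/nickel chelate acceptor beads (10 ug/mL final) read after 30 min dark incubation.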
CBFb-RUNX1 inh = qHTS Assay for Compounds Blocking the Interaction Between CBF-beta and RUNX1 for the Treatment of Acute Myeloid Leukemia; 230,000 tested, under 10 active; AID 1477, 2009; Runt-related transcription factor 1 (Homo sapiens) + Core-binding factor subunit beta …; AlphaScreen CBFb-His/RUNX1-biotin binding, biochemical; Potency, µM (highest dose often 59.8 µM), for inactives: top-dose activity, negative = inhibition, most hits filed as inhibitors; also: % of control where 0% means no effect
Target sequence (Q01196 whole entry, looked up): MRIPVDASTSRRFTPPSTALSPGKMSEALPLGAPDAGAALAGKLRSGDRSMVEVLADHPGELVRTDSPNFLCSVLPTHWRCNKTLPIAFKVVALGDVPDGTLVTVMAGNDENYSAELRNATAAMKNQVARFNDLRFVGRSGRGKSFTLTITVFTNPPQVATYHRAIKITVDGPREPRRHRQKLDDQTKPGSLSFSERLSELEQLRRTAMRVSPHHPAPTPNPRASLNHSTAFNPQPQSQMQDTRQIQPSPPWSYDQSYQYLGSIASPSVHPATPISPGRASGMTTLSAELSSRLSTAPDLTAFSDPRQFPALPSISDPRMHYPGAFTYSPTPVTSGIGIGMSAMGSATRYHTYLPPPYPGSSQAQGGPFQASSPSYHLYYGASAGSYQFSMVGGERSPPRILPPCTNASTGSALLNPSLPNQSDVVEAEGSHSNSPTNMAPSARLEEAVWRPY
Target sequence (Q13951 whole entry, looked up): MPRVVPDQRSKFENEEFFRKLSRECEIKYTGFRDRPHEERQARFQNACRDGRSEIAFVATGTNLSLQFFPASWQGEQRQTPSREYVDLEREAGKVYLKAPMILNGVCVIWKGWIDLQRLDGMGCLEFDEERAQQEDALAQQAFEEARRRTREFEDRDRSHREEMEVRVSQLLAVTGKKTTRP
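AlphaScreen binding: CBFb-His and RUNX1-biotin (30 nM each) preincubated 20 min, compound added for 15 min, then nickel and streptavidin beads for 90 min, all at room temperature. Disruption of the interaction by any mechanism counts as activity.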
NPSR antagonist = qHTS Assay for Antagonists of the Neuropeptide S Receptor: cAMP Signal Transduction; Potency, µM (doses to about 38.3 µM), without a hit: at the highest dose activity change, negative = inhibition, most hits filed as inhibitors; AID 1461, 2008; 220,000 compounds, 1% hits; CHO-NPSR cells, cAMP TR-FRET, antagonist mode; also: potency is read from the fitted curve at half-maximal effect; % is scaled to controls: 0 for no effect and ±100 for the full control effect; nearly all actives have a fitted effect of over 50% in size; many of its hits are not listed in these tables
Target sequence (Q6W5P4 whole entry, looked up): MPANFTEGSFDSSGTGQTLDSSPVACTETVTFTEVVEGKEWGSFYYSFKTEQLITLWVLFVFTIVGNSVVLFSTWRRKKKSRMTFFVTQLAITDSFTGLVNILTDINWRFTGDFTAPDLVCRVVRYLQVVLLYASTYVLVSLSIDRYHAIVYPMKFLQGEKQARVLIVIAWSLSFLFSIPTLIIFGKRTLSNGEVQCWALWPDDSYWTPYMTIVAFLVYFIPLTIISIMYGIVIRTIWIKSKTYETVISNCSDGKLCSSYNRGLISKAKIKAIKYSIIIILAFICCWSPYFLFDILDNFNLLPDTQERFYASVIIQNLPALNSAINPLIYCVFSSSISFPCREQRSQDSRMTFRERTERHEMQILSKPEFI
KinaseGlo FLuc = Counterscreen for Luciferase (Kinase-Glo TM) Inhibition; Luciferin 4-monooxygenase (Photuris pensylvanica), Q27757; Kinase-Glo luciferase, ATP luminescence, 8 min; Potency, µM (titrated, usually from 38.3 µM), for inactives: at the highest dose activity change, negative = inhibition, actives largely listed as inhibitors; 200,000 compounds, 0.28% hits; also: potency is read from the fitted curve at half-maximal effect; % is scaled to controls: 0 for no effect and ±100 for the full control effect; nearly all actives have a fitted effect of over 60% in size
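Substrate mix (final 50 mM imidazole pH 7.2, 50 mM KCl, 7 mM MgCl2, 10 uM ATP, 0.01% Tween 20, 0.05% BSA) plus pin-tool compound, then Kinase-Glo detection mix; 8 min ambient, luminescence read.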
IMPase Li cell = qHTS Assay for Identifying the Cell-Membrane Permeable IMPase Inhibitors: Potentiation with Lithium. CHO-M1 cells, IP1 TR-FRET (IP-One), carbachol + lithium. Potency, µM (top dose mostly 59.4 µM), for inactives: at the top dose activity, negative = IMPase inhibition, most hits filed as inhibitors. 210,000 compounds, 0.35% hits;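 also: IP1 builds up when IMPase is blocked and the TR-FRET signal falls; potency is read from the fitted curve at half-maximal effect; plate controls were basal vehicle for no effect and high inhibitor control for full effect; nearly all actives have a fitted effect of over 50% in size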
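Readout is a homogeneous TR-FRET IP1 immunoassay (Ex 320, Em 665 and 620), where raised cytosolic IP1 lowers signal. Cells were CHO-M1 treated 30 min at 37C with test compounds plus a little lithium; AC50 values came from Hill-equation fitting.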
Numbers without * were called inactive; ? = inconclusive; nt = no result given; & = joins results of further samples; [ ] = dose if it differs, or a comment. Calls follow the shape of the dose curve; as a rule, active = well fitted curve in the direction sought with a large enough effect; inconclusive = small, poorly fitted or top-dose-only effect, or another doubt; inactive = no such curve, though single readings can be large; an effect the other way counts as inactive or inconclusive. Not all compounds are listed; rates above refer to the full screens.

SMILES | Epigenetic reg | HttQ103 aggreg | L3MBTL1 inh | CBFb-RUNX1 inh | NPSR antagonist | KinaseGlo FLuc | IMPase Li cell
O=C(/C=C1\NC2(CCCC2)Cc2ccccc21)C(=O)N/N=C/c1ccc(O)c(O)c1 | 1.9% | -9% | 14µM* | -2% | 13µM* | 0% | 29%
COCCN(Cc1ccccc1)P(=O)(O)c1ccccc1OCC(=O)O | -0.7% | -5% | nt | 5% | -12%[46.1 µM] | 15% | -18%[38.3 µM]
CCOC(=O)CSc1nc2cc(S(=O)(=O)Nc3ccccc3OC)ccc2o1 | 4.1% | 9% | nt | 6% | -14%[46.1 µM] | -1% | 21%[38.3 µM]
COc1cccc(CC2(CO)CCCN(Cc3[nH]c4ccc(C)cc4c3C)C2)c1 (stereo unspecified) | -1.7% | -3% | -28% | -5% | ? | nt | nt
COc1ccc([C@H]2[C@H](C(=O)C(C)(C)C)N3N=Cc4ccccc4C3[C@]23N=C(c2ccccc2)OC3=O)cc1OC (stereo partly specified) | -1.2% | 17% | -3% | 1% | ? | -1% | 13%[38.3 µM]
O=C(CCc1nnc(CCCCc2ccccc2)o1)NCc1cccc(F)c1 | 1.0% | -3%[9.22 µM] | 6% | 5% | -11% | 4% | 9%
Nc1nc(N)nc(-c2ccccn2)n1 | 0.0% | 11% | ? | ? | 2%[46.1 µM] | -1% | -11%[38.3 µM]
COc1cccc(-c2nc(N)nc(SC)c2C#N)c1 | -0.3% | -12%[9.22 µM] | -3% | 3% | -10%[7.67 µM] | nt | nt
O=C1NC(=Nc2ccc3ccccc3c2)S/C1=C/c1ccco1 | -1.4% | -9% | 28µM* | ? | -20% | -3% | 13%
COC(=O)N/N=C\c1ccc(-c2cc(Cl)c(Cl)cc2Cl)o1 | 13% | -11% | 3% | 0% | -44% | -1% | -10%
CC(C)NC(=O)Cn1nnc(-c2cccc(NC(=O)c3ccccc3F)c2)n1 | 1.9% | -14% | 9% | 5% | -7%[46.1 µM] | -3% | -6%[38.3 µM]
CCn1c(C(=O)N2CCC(Cc3ccccc3)CC2)cc2sccc21 | 1.0% | -4% | -1% | -2% | -4%[46.1 µM] | -4% | nt
COc1ccc(CC(=O)Nc2nnc(SCc3ccccc3)s2)cc1S(=O)(=O)N1CCOCC1 | -4.9% | ? | nt | -1% | -20%[46.1 µM] | -1% | 27%[38.3 µM]
O=C1N=C(N2CCOCC2)S/C1=C\C=C/c1ccccc1 | -0.3% | 13% | 9% | -2% | -18%[46.1 µM] | 0% | -1%[38.3 µM]
CSc1nsc(SCC(=O)Nc2c(C)n(C)n(-c3ccccc3)c2=O)n1 | 3.8% | 15% | 3% | 5% | -3%[46.1 µM] | -3% | -2%[38.3 µM]
NS(=O)(=O)c1ccc(N2C(=O)C(=O)/C(=C(/O)c3ccccc3)C2c2ccc(Cl)cc2)cc1 (stereo unspecified) | -2.4% | -17%[9.22 µM] | -23% | -3% | 20% | nt | nt
Cc1ccccc1NC(=O)CN1C(=O)C2C3CC(C(Br)C3Br)C2C1=O (stereo unspecified) | -0.6% | ? | -6% | 4% | 4% | 0% | -10%
COC(=O)c1ccc(C2/C(=C(/O)c3ccc(OC)cc3)C(=O)C(=O)N2CC2CCCO2)cc1 (stereo unspecified) | -0.9% | 14% | 7% | 2% | -10%[46.1 µM] | 6% | -23%
COc1cccc(CN(CC(=O)NCC2CCCO2)C(=O)CCC(=O)Nc2cc(C)on2)c1 (stereo unspecified) | -2.5% | 12%[9.22 µM] | 1% | 0% | -21%[46.1 µM] | 13% | 1%[38.3 µM]
COc1ccc(NC(=O)C2C(=O)N(C)C3(C)CC2c2ccccc2O3)cc1 (stereo unspecified) | -2.1% | -3% | 3% | 4% | -1%[46.1 µM] | nt | nt
C=CCn1c(=O)c2ccccc2n2c(SCC(=O)Nc3sc(C)c(CC)c3C(=O)OCC)nnc12 | 0.0% | 12% | -10% | -8% | -33% | -1% | 10%
CCN(CC)C(=S)SC1CCCCN(C(=O)c2ccccc2)C1=O (stereo unspecified) | 6.3% | -2%[9.22 µM] | -3% | 10% | 51% | nt | nt
CCCN1CN(c2ccccc2)C(=S)N(c2ccccc2)C1 | -2.2% | -7%[9.22 µM] | -24% | 20% | -1% | nt | nt
CSc1ccccc1C(=O)Nc1nc2ccccc2[nH]1 | 6.7% | -22% | 2% | -1% | 10% | -3% | 6%
Nc1ccc2nc(SCC(=O)N3CCOCC3)sc2c1 | 2.2% | -21%[9.22 µM] | 5% | 7% | -4% | 2% | 3%

Entries above that contain a furan ring, fused or not:
SMILES | Epigenetic reg | HttQ103 aggreg | L3MBTL1 inh | CBFb-RUNX1 inh | NPSR antagonist | KinaseGlo FLuc | IMPase Li cell
O=C1NC(=Nc2ccc3ccccc3c2)S/C1=C/c1ccco1 | -1.4% | -9% | 28µM* | ? | -20% | -3% | 13%
COC(=O)N/N=C\c1ccc(-c2cc(Cl)c(Cl)cc2Cl)o1 | 13% | -11% | 3% | 0% | -44% | -1% | -10%

Next results:
SMILES | Epigenetic reg | HttQ103 aggreg | L3MBTL1 inh | CBFb-RUNX1 inh | NPSR antagonist | KinaseGlo FLuc | IMPase Li cell
CC(=O)N1N=C(c2ccc3ccccc3c2)OC12CCCC2 | 1.1% | 5%[9.22 µM] | 18% | 9% | 33% | nt | nt
CC(NC(=O)c1cccc(Cn2cc([N+](=O)[O-])cn2)c1)c1ccc(C(C)(C)C)cc1 (stereo unspecified) | -0.8% | -24% | nt | 0% | ? | -2% | 36%[activator][38.3 µM]
N/C(=N/O)C(c1ccccc1)c1ccccc1 | 2.7% | -5% | 1% | 4% | -24% | -14% | 2%
Cc1ccc(C(=O)Nc2ccc3c4c(cccc24)CC3)cc1[N+](=O)[O-] | 0.0% | 23% | -7% | -14% | -10%[46.1 µM] | 2% | 10%
CC(=O)c1ccc(N2CCN(C(=O)Nc3ccc(C(C)C)cc3)CC2)cc1 | 2.4%&-3.5% | -20% | nt | 6% | -3% | -1% | 11%
Cc1ccc(C(=O)COC(=O)CN2C(=O)C3C4CCC(C4)C3C2=O)cc1[N+](=O)[O-] (stereo unspecified) | -0.9% | -9% | 3% | -7% | -17%[46.1 µM] | nt | nt
CCOc1ccc(NC2=NCC(=O)N2Cc2cccs2)cc1 | -0.9% | -4% | 36%[activator] | -2% | 0%[46.1 µM] | -2% | -15%[38.3 µM]
O=C(OCc1nnn(Cc2ccccc2)c1-c1c(COC(=O)c2ccccc2)nnn1Cc1ccccc1)c1ccccc1 | -0.4% | -28%[9.22 µM] | nt | 15% | -6% | nt | nt
CCN(c1cccc(C)c1)c1ncnc2nc[nH]c12 | 0.0% | 8.9µM* | -2% | 10% | -4%[46.1 µM] | 0% | 21%[38.3 µM]
COC(=O)CNC(=O)C12CC3CC(C1)CC(c1ccc(C)cc1)(C3)C2 | -2.8% | 23% | -4% | 2% | -2% | 1% | -3%
CCCc1nnc(NC(=O)CCC(=O)NCCc2ccc(OC)c(OC)c2)s1 | 1.0% | 18% | -12% | 3% | 5%[46.1 µM] | 3% | -12%
COc1ccc(S(=O)(=O)NC(CC(=O)NCC2CCCO2)c2ccco2)cc1 (stereo unspecified) | -0.6% | -8% | 16% | 10% | -17%[46.1 µM] | 7% | 28%[38.3 µM]
COC(=O)Cc1cc(=O)[nH]c(Nc2nc3ccccc3o2)n1 | -4.8% | -8% | 10% | -1% | 14%[46.1 µM] | 4% | 17%[38.3 µM]
CCOCCCn1c(SCC(=O)Nc2cc(C(C)(C)C)nn2-c2ccccc2)nc2ccccc2c1=O | 0.0% | -3% | 6% | 1% | ? | -1% | 9%
Cc1ccc(CNC(=O)C2CC(c3ccc(C(F)(F)F)cc3)=NO2)o1 (stereo unspecified) | 0.5% | -10%[9.22 µM] | nt | 3% | 25% | nt | nt
CCCc1ccc(-c2ccc(/C=C/C(=O)O)cc2)nc1 | -1.1% | 3% | 3% | 1% | -10% | 0% | 0%
O=C(COc1ccccc1F)Nc1ccc(S(=O)(=O)NCc2ccco2)cc1 | 1.2% | 2%[9.22 µM] | -15% | 1% | -28%[46.1 µM] | 2% | 1%[38.3 µM]
COC(=O)c1ccccc1NC(=O)Nc1ncccc1C | 2.6% | 2%[9.22 µM] | 8% | 5% | 7% | 3% | -1%
COc1ccc(C(=O)Nc2ccc(N3CCN(Cc4ccccc4)CC3)cc2)cc1 | -3.3%[10.1 µM] | 7%[9.22 µM] | ? | 1% | 5% | 1% | 3%
CCc1ccc(C2C3=C(CC(C)(C)CC3=O)Nc3c2c(=O)[nH]c2nc(C)nn32)cc1 (stereo unspecified) | -1.0% | 4% | 7% | 4% | -2%[46.1 µM] | -1% | -7%[38.3 µM]
Cc1onc(-c2ccccc2)c1C(=O)NNC(=S)NC(=O)/C=C/c1cccs1 | 0.0% | ? | 9% | -28% | -11% | 0% | 2%
COc1cc(/C=C2/SC(=Nc3ccc(O)cc3)NC2=O)cc(OC)c1O | 12% | 21% | ? | -19% | 16% | 0% | 17%
Clc1ccccc1/C=C/c1nc(-c2ccccn2)no1 | 0.1% | 9%[9.22 µM] | -1% | -8% | 14% | nt | nt
COc1cc(/C=N\NC(=O)c2sc(N)nc2C)cc(OC)c1OC | 1.4% | 20% | 36%[activator] | 5% | 0%[46.1 µM] | 2% | 6%[38.3 µM]
CCOC(=O)c1cnc(-n2nc(C)cc2C)nc1NC1CCCC1 | ? | 21%[9.22 µM] | 21% | ? | 1.3µM* | nt | nt
O=C(COC(=O)/C=C/c1ccccc1[N+](=O)[O-])NC1CCS(=O)(=O)C1 (stereo unspecified) | -4.2% | -3% | -2% | -3% | -2% | 1% | 9%
CCO[C@H]1OC(C(=O)N2CCCCCCC2)=C[C@@H](c2csc3ccccc23)[C@@H]1CCCO | -1.4% | -16%[9.22 µM] | -1% | 6% | ? | nt | 8%

Compound profiles (already shown). Order of screens: Epigenetic reg	HttQ103 aggreg	L3MBTL1 inh	CBFb-RUNX1 inh	NPSR antagonist	KinaseGlo FLuc	IMPase Li cell
`CCN(c1cccc(C)c1)c1ncnc2nc[nH]c12` reads 0.0%	8.9µM*	-2%	10%	-4%[46.1 µM]	0%	21%[38.3 µM]
`O=C1NC(=Nc2ccc3ccccc3c2)S/C1=C/c1ccco1` reads -1.4%	-9%	28µM*	?	-20%	-3%	13%
